14-3-3 Bad PPI – disrupts binding of bovine 14-3-3 zeta to phospho-Bad peptide; inhibition, % at 21.7 µM; 0.71% of 220,000 active; TR-FRET 14-3-3zeta/Dy647-pBad peptide displacement, 1 h; P63103; AID 781;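 active = inhibition above about 70%, limit read from the data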;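 note: 0% = full 14-3-3 plus peptide FRET controls and 100% = background without 14-3-3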
Target sequence (P63103 whole entry, looked up): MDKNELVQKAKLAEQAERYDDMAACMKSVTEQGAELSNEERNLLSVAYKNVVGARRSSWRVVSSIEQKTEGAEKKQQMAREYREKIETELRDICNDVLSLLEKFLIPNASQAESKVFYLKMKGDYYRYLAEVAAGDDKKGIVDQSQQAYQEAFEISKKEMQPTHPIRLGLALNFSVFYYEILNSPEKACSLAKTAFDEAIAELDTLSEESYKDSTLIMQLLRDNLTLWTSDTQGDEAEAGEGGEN
EP2 modulator – EP2 receptor (human) modulation; induction, % at 25 µM; EP2-expressing cells, cAMP HTRF FRET, PGE2 co-stimulation; 0.83% of 260,000 active;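 active = compounds whose cAMP rise, as percent of the full-agonist control response, exceeds 60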;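 note: rat C6 glioma line stably carrying human EP2 under a CMV promoter; the protocol text gives 20 µM as final concentration; 100% = response of wells given 1 µM PGE2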
Target sequence (P43116 whole entry, looked up): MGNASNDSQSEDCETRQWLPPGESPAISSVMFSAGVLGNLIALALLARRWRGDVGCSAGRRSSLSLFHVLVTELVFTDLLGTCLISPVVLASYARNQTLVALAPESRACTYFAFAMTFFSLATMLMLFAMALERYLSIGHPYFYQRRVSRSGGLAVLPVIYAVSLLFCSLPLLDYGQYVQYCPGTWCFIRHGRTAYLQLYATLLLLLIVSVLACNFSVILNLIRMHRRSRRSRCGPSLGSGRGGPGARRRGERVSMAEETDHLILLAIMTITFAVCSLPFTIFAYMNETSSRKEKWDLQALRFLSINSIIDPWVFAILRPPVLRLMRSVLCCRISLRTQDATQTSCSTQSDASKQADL
TRPML3 ag – human mucolipin-3 channel agonism. Q8TDD5. HEK293 TRPML3-YFP, Fluo-8 calcium fluorescence; 100% = the carbachol control signal. activation, % at 3 µM. 0.29% of 220,000 active;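 active = activation above its plate's cutoff, the mean activation of the plate's test wells plus 3 SD, cut at about 12% in these data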;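 note: 0% = DMSO only wells and 100% = carbachol wells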
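system = HEK293 cells stably carrying human TRPML3-YFP | doses = one concentration, 3 µM nominal, 0.3% DMSO | timing = dye loading 1 h 37 °C then 30 min ambient, 125 s read | detection = Fluo-8 calcium dye fluorescence, ex 470-495, em 515-575 nm | benchmarks = high control carbachol 87 µM, low control DMSO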
NPY-Y1 antag – NPY-Y1 (human) receptor antagonism; P25929; HEK293-CNG Y1 cells, membrane potential fluorescence; NPY at EC95, then isoproterenol; inhibition, % at 3.6 µM; 1% of 200,000 active; AID 1040;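 active = inhibition above the campaign mean inhibition of all tested compounds plus 3 SD, cut at about 20% in these data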;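 note: 0% = DMSO wells given NPY plus isoproterenol and 100% = isoproterenol alone without NPY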
Target sequence (P25929 whole entry, looked up): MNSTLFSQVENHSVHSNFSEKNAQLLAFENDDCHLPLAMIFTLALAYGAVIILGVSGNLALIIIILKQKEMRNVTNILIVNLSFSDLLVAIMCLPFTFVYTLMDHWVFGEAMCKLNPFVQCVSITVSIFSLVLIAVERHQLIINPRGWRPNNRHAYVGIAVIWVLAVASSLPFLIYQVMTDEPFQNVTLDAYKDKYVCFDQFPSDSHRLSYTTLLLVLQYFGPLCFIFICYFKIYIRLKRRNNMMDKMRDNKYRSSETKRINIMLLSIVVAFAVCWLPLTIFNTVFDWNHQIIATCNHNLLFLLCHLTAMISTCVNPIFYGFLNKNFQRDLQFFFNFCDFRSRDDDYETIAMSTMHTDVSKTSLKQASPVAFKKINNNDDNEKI
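Benchmarks – high control isoproterenol alone, low control NPY with isoproterenol · Material – HEK293 Y1/CNG channel cell line · Times – dye 3 h, compound 60 min room temperature, stimulation 45 min · Probe or stimulus – NPY (25 nM), isoproterenol (1 µM), Ro 20-1724 (25 µM) · Evaluation – % inhibition of NPY effect · Signal – fluorescence, membrane potential probe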
PPC-1+TRAIL kill – compounds killing PPC-1 cancer cells with TRAIL present (potentiator screen, no TRAIL-free arm). PPC-1 cells + TRAIL, ATPLite viability luminescence. cell killing (% activity), % at 4 µM. 0.41% of 220,000 active. AID 1443;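 active = cell killing above 50% in the first pass at 4 µM, then a duplicate retest at 5 µM averaging 50% or more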;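 note: plate controls were cells with TRAIL plus DMSO for no effect and medium-only wells lacking cells for full effect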
zfTRPN1 agonist – agonists of zebrafish TRPN1 channel; 0.18% of 220,000 active; HEK293 zebrafish TRPN1-YFP, Fluo-8 calcium fluorescence; 100% = response to 87 µM carbachol; activation, % at 3 µM;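 active = activation above its plate's cutoff, the mean activation of test wells on that plate plus 3 SD, cut at about 19% in these data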;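 note: 0% = DMSO alone and 100% = 87 µM carbachol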
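Control set: carbachol 87 µM as high control, DMSO as low control; system: HEK293 stable line with zebrafish TRPN1-YFP; read-out: % activation versus carbachol response; detection: intracellular calcium fluorescence with Fluo-8; doses: single test compound dose, 3 µM nominal, 0.3% DMSO; schedule: dye 1 h 37 °C plus 30 min RT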
NPY1 pot ag – human NPY-Y1 potentiation or agonism, primary screen. P25929. NPY-Y1 expressing cells, potentiator/agonist activation. activation, % at 3.6 µM. 0.37% of 220,000 active; in the data active = activation above about 33%, passing the limit was not always enough;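 note: cells stimulated with NPY at EC10 then isoproterenol at EC100; 0% = low agonist plus stimulus and 100% = saturating agonist plus stimulus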
CHOP inhibitor – inhibitors of CHOP induction in ER stress response | CHO-K1 CHOP-promoter luciferase, tunicamycin-induced, 15-18 h | inhibition, % at 10 µM | 3.8% of 220,000 active;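 active = compounds that reduced the stress-induced luciferase reporter signal by more than about 70% of percent inhibition, limit read from the data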;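 note: 0% = tunicamycin plus vehicle and 100% = wells without tunicamycin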
PGE2 EP2 inh – blocks the human prostaglandin E2 receptor EP2 | C6 glioma cells expressing human EP2, cAMP TR-FRET; cells stimulated with saturating PGE2 | inhibition, % at 25 µM | 0.52% of 260,000 active;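 active = percent inhibition above 40 after rounding to a whole number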;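 note: rat C6 glioma host cells with rolipram phosphodiesterase inhibitor present; the protocol text gives 20 µM as final concentration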
* = called active by the depositor; & = joins results of further samples; [ ] = another dose, or the depositor's remark. This is a subset (hit frequency here may not be typical).

How did CCCc1nc2ccccc2c(=O)n1/N=C/c1c(C)[nH]n(-c2ccc(C)cc2)c1=O do in these assays?
14-3-3 Bad PPI: 7; EP2 modulator: -27; TRPML3 ag: 0.1; NPY-Y1 antag: -4; PPC-1+TRAIL kill: 12; zfTRPN1 agonist: 2.3; NPY1 pot ag: -4; CHOP inhibitor: -3; PGE2 EP2 inh: 13

Results for COc1ccc(NC(=O)Nc2nc(C)cc(C)n2)c(OC)c1 ?
14-3-3 Bad PPI: -11; EP2 modulator: -24; TRPML3 ag: 0.8; PPC-1+TRAIL kill: 4; zfTRPN1 agonist: 1.1; NPY1 pot ag: 5; CHOP inhibitor: 7; PGE2 EP2 inh: 13

How did O=C(NC(=S)N1CCCCCC1)C1CC1 do in these assays?
14-3-3 Bad PPI: -9; EP2 modulator: 27; TRPML3 ag: 0.5; NPY-Y1 antag: -4; PPC-1+TRAIL kill: 16; zfTRPN1 agonist: 0.2; NPY1 pot ag: 21; CHOP inhibitor: 8; PGE2 EP2 inh: 6

What do the screens show for `CCOC(=O)c1sc2nc3c(SCC(=O)O)cc(C(=O)c4ccccc4O)cn3c(=O)c2c1C`?
14-3-3 Bad PPI: 56; EP2 modulator: 54; TRPML3 ag: 0.5; NPY-Y1 antag: -1; PPC-1+TRAIL kill: 21; zfTRPN1 agonist: 1.6; NPY1 pot ag: -5; CHOP inhibitor: -5; PGE2 EP2 inh: 1

What do the screens show for `Cc1cccc(C(=O)OCc2cc3ccccc3[nH]c2=O)c1`?
14-3-3 Bad PPI: 3[fluorescence artefact?]; EP2 modulator: -39; TRPML3 ag: -0.9; NPY-Y1 antag: 10; PPC-1+TRAIL kill: 3; zfTRPN1 agonist: -0.5; NPY1 pot ag: -23; CHOP inhibitor: 50; PGE2 EP2 inh: 11

What do the screens show for `[N-]=C=C1C(=S)NC(=O)[C@H]([n+]2ccccc2)[C@H]1c1ccc(Cl)cc1`?
14-3-3 Bad PPI: -13; EP2 modulator: 9; TRPML3 ag: 0.1; PPC-1+TRAIL kill: -2; zfTRPN1 agonist: 0.2; NPY1 pot ag: 6; CHOP inhibitor: 13; PGE2 EP2 inh: 7

Results for CC(=O)NC(c1ccccc1)c1nc2ccccc2[nH]1 (configuration not stated) ?
14-3-3 Bad PPI: 19; EP2 modulator: 35; TRPML3 ag: 0.7; NPY-Y1 antag: -3; PPC-1+TRAIL kill: -14; zfTRPN1 agonist: 1.6; NPY1 pot ag: -12; CHOP inhibitor: -24; PGE2 EP2 inh: 8

Results for COc1ccc(C2=C/C(=C/c3cccnc3)C(=O)O2)cc1OC ?
14-3-3 Bad PPI: -16; EP2 modulator: -33; TRPML3 ag: 0.5; NPY-Y1 antag: -1; PPC-1+TRAIL kill: 13; zfTRPN1 agonist: 0.3; NPY1 pot ag: -19; CHOP inhibitor: 105*; PGE2 EP2 inh: 5

Results for Clc1ccc(-n2ncc3c(NCCCn4ccnc4)ncnc32)cc1 ?
14-3-3 Bad PPI: -14; EP2 modulator: -34; TRPML3 ag: 1.3; NPY-Y1 antag: 3; PPC-1+TRAIL kill: 24; zfTRPN1 agonist: 0.6; NPY1 pot ag: 1; CHOP inhibitor: -23; PGE2 EP2 inh: 2

How did O=C(CN(CC1CCCO1)C(=O)CNS(=O)(=O)c1ccc(Cl)cc1)NCCc1ccccc1 (configuration not stated) do in these assays?
14-3-3 Bad PPI: -3[fluorescence artefact?]; EP2 modulator: 5; TRPML3 ag: 0.3; NPY-Y1 antag: -5; PPC-1+TRAIL kill: -1; zfTRPN1 agonist: -0.7; NPY1 pot ag: 9; CHOP inhibitor: 9; PGE2 EP2 inh: 6

What do the screens show for `COc1c[nH]n(C2CCCCC2)c(=O)c1=O`?
14-3-3 Bad PPI: 34; EP2 modulator: 2; TRPML3 ag: 2.7; NPY-Y1 antag: -1; PPC-1+TRAIL kill: -5; zfTRPN1 agonist: 1.2; NPY1 pot ag: -1; CHOP inhibitor: -16; PGE2 EP2 inh: 7

How did CCCCCCc1cc2cc(-c3nnc(-c4ccccc4)o3)c(=O)oc2cc1O do in these assays?
14-3-3 Bad PPI: 4; EP2 modulator: -2; TRPML3 ag: 1.6; NPY-Y1 antag: -6; PPC-1+TRAIL kill: 19; zfTRPN1 agonist: 1.2; NPY1 pot ag: -18; CHOP inhibitor: 96*; PGE2 EP2 inh: 8

What do the screens show for `CCOC(=O)c1ccc2nc(NC(NC(C)=O)(C(=O)OC)C(F)(F)F)sc2c1` (configuration not stated)?
14-3-3 Bad PPI: -2; EP2 modulator: 20; TRPML3 ag: -0.2; NPY-Y1 antag: -1; PPC-1+TRAIL kill: 5; zfTRPN1 agonist: 1.0; NPY1 pot ag: 6; CHOP inhibitor: 21; PGE2 EP2 inh: 5

Results for CCOC(=O)N1CCN(CC(=O)Nc2ccc(C)c(Br)c2)CC1 ?
14-3-3 Bad PPI: 64[fluorescence artefact?]; EP2 modulator: -4&-3; TRPML3 ag: -0.4; NPY-Y1 antag: 4; PPC-1+TRAIL kill: 2; zfTRPN1 agonist: 0.4; NPY1 pot ag: -28; CHOP inhibitor: -9; PGE2 EP2 inh: 6

What do the screens show for `Cc1cccc(NC(=O)CC(C)(C)C)c1`?
14-3-3 Bad PPI: -4; EP2 modulator: -12; TRPML3 ag: -0.4; NPY-Y1 antag: -4; PPC-1+TRAIL kill: 4; zfTRPN1 agonist: -1.6; NPY1 pot ag: 9; CHOP inhibitor: 23; PGE2 EP2 inh: 6

How did COC(=O)c1cc(NC(=O)C2(S(=O)(=O)c3ccc(C)cc3)CC2)cc(C(=O)OC)c1 do in these assays?
14-3-3 Bad PPI: 0; EP2 modulator: 23; TRPML3 ag: 0.2; NPY-Y1 antag: -1; PPC-1+TRAIL kill: 15; zfTRPN1 agonist: -1.1; NPY1 pot ag: -8; CHOP inhibitor: 8; PGE2 EP2 inh: 13

What do the screens show for `CSc1ccc(C2C(C#N)=C(N)N(c3ccccc3)C3=C2C(=O)CCC3)cc1` (configuration not stated)?
14-3-3 Bad PPI: -6; EP2 modulator: 25; TRPML3 ag: -0.3; NPY-Y1 antag: -3; PPC-1+TRAIL kill: -1; zfTRPN1 agonist: -0.3; NPY1 pot ag: -6; CHOP inhibitor: 31; PGE2 EP2 inh: 9

How did Cn1c(=O)[nH]c(=O)c2c1nc(N1CCNCC1)n2Cc1cccc2ccccc12 do in these assays?
14-3-3 Bad PPI: 4; EP2 modulator: 4&-78; TRPML3 ag: 0.0; NPY-Y1 antag: 11; PPC-1+TRAIL kill: -2; zfTRPN1 agonist: -0.7; NPY1 pot ag: -4; CHOP inhibitor: 19; PGE2 EP2 inh: 19&16

Results for COC(=O)c1ccc(CSc2ncnc3ccccc23)o1 ?
14-3-3 Bad PPI: 1; EP2 modulator: -15; TRPML3 ag: -0.1; NPY-Y1 antag: 17; PPC-1+TRAIL kill: 11; zfTRPN1 agonist: -0.6; NPY1 pot ag: -15; CHOP inhibitor: 10; PGE2 EP2 inh: 8

What do the screens show for `CCCCNC(=O)CN1CCC2(O)CCCCC2C1c1ccccc1OC` (configuration not stated)?
14-3-3 Bad PPI: -5; EP2 modulator: 12; TRPML3 ag: 0.0; NPY-Y1 antag: 7; PPC-1+TRAIL kill: 18; zfTRPN1 agonist: 0.4; NPY1 pot ag: -3; CHOP inhibitor: 34; PGE2 EP2 inh: 22

Results for CCCCOc1ccc(Cc2c(COCC)[nH]c(=S)[nH]c2=O)cc1 ?
14-3-3 Bad PPI: -6; EP2 modulator: 0; TRPML3 ag: -0.6; NPY-Y1 antag: 5; PPC-1+TRAIL kill: 6; zfTRPN1 agonist: -2.2; NPY1 pot ag: 11; CHOP inhibitor: 5; PGE2 EP2 inh: 11

Results for COC(=O)c1sc2ccccc2c1N ?
14-3-3 Bad PPI: -2; EP2 modulator: -7; TRPML3 ag: -0.1; NPY-Y1 antag: 3; PPC-1+TRAIL kill: 2; zfTRPN1 agonist: -0.8; NPY1 pot ag: 7; CHOP inhibitor: 16; PGE2 EP2 inh: 12

Results for CCCc1cc(=O)[nH]c(SCC(=O)N2CCN(S(=O)(=O)c3ccc(C)cc3)C2)n1 ?
14-3-3 Bad PPI: -3[fluorescence artefact?]; EP2 modulator: 27; TRPML3 ag: -0.8; NPY-Y1 antag: 5; PPC-1+TRAIL kill: -8; zfTRPN1 agonist: -0.5; NPY1 pot ag: -2; CHOP inhibitor: 10; PGE2 EP2 inh: 6

How did COc1ccccc1NC(=O)c1nn(-c2ccccc2)ccc1=O do in these assays?
14-3-3 Bad PPI: 7; EP2 modulator: -4; TRPML3 ag: 0.6; NPY-Y1 antag: -4; PPC-1+TRAIL kill: 18; zfTRPN1 agonist: 1.3; NPY1 pot ag: 8; CHOP inhibitor: -33; PGE2 EP2 inh: 7

Results for COC(=O)CSc1snnc1-c1ccc(Cl)cc1Cl ?
14-3-3 Bad PPI: 5; EP2 modulator: 35; TRPML3 ag: -1.0; NPY-Y1 antag: 0; PPC-1+TRAIL kill: -1; zfTRPN1 agonist: -1.0; NPY1 pot ag: -8; CHOP inhibitor: 25; PGE2 EP2 inh: 23

How did Cc1cc(CNC(=O)COc2ccc(F)cc2Cl)cc(C)c1O do in these assays?
14-3-3 Bad PPI: -15; EP2 modulator: -10; TRPML3 ag: -1.2; NPY-Y1 antag: 1; PPC-1+TRAIL kill: 18; zfTRPN1 agonist: -3.0; NPY1 pot ag: 8; CHOP inhibitor: 8; PGE2 EP2 inh: -1

Results for NC(=O)c1cc(N)ccc1N1CCCC1 ?
14-3-3 Bad PPI: 2; EP2 modulator: 25; TRPML3 ag: 0.8; NPY-Y1 antag: 2; PPC-1+TRAIL kill: 19; zfTRPN1 agonist: 0.5; NPY1 pot ag: 2; CHOP inhibitor: -11; PGE2 EP2 inh: 20

Results for Cc1ccccc1CN1C[C@@H]2C[C@@H](c3ccc4nsnc4c3)N3CCC[C@@]23C1=O ?
14-3-3 Bad PPI: -10; EP2 modulator: 13; TRPML3 ag: -0.2; NPY-Y1 antag: 9; PPC-1+TRAIL kill: 0; zfTRPN1 agonist: -1.0; NPY1 pot ag: -8; CHOP inhibitor: 34; PGE2 EP2 inh: 4

Results for COc1ccc(CCNC(=O)C2CCCN(Cc3nc(-c4cccc(Cl)c4)oc3C)C2)cc1OC (configuration not stated) ?
14-3-3 Bad PPI: 7; EP2 modulator: 11; TRPML3 ag: 0.1; NPY-Y1 antag: 0; PPC-1+TRAIL kill: 29; zfTRPN1 agonist: -0.3; NPY1 pot ag: -15; CHOP inhibitor: 62; PGE2 EP2 inh: 3
